# PMI act – activators of human phosphomannose isomerase; purified human PMI, coupled resazurin fluorescence, 20 min; hits give high values; 1 = vehicle control, 0 substrate-free wells; AID 1214; P34949; 0.005% of 190,000 active; activation factor at 20 µM;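 active = activation factor of 2 or more at 20 µM, relative to plate controls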
# Target sequence (P34949 whole entry, looked up): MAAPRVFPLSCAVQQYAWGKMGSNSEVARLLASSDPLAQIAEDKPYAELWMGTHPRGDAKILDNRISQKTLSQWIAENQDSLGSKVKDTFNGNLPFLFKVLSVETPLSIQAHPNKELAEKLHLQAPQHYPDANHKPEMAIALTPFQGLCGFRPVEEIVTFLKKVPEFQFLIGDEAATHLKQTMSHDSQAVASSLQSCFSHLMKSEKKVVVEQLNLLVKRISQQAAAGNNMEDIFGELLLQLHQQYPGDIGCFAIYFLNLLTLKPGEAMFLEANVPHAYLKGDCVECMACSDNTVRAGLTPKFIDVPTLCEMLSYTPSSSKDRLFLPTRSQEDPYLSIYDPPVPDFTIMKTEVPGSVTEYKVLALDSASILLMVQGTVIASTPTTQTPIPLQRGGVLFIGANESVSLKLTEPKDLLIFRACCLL
# Redox H2O2 prof – compounds producing H2O2 with reducing agent – biochemical, NIH compound library profiling, artefact control for MLSCN library redox annotation, primary screen; DTT-dependent redox cycling H2O2, phenol red/HRP absorbance; 100% = 100 µM peroxide control, 0% = buffer; activation, % at 10 µM; 0.03% of 200,000 active;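 active = activation of at least 50% relative to the plate's high and low controls in the primary single-dose screen; inactive = activation below 50%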;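 note: compound incubated with DTT at 0.8 mM final as the reducing agent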
# HMGR II inh – E. faecalis class II HMG-CoA reductase inhibition | 0.41% of 190,000 active | AID 1066 | purified E. faecalis HMGR, NADPH absorbance 340 nm kinetic | inhibition, % at 10 µM;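 active = inhibition above a set limit, the median over all tested compounds plus 3 SD, cut at about 9.5% in these data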;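 note: enzyme runs in reverse so mevalonate oxidation gives rising NADPH absorbance; 0% = complete reaction with DMSO and 100% = background rate lacking mevalonate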
# TNAP inh no acc – TNAP (human) inhibition, acceptor-free conditions. P05186. purified TNAP, CDP-star luminescence, 30 min. inhibition, % at 20 µM. 0.26% of 200,000 active;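 active = tissue-nonspecific alkaline phosphatase inhibition above about 50% at 20 µM in the single-dose screen, limit read from the data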;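 note: 0% = DMSO negative control and 100% = EDTA positive control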
# TNAP inh hiacc – TNAP (human) inhibition, high acceptor | purified TNAP, CDP-star luminescence, 1 M DEA | inhibition, % at 20 µM | 0.03% of 200,000 active;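 active = over 50% inhibition of tissue-nonspecific alkaline phosphatase at 20 µM in the single-dose screen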;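 note: plate controls were DMSO wells for no effect and EDTA-quenched wells as full inhibition for full effect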
# RAM network inh – blocks the yeast RAM network; S. cerevisiae dse1pr::URA3 reporter, 5-FOA growth OD615, 2 d; analog-sensitive cbk1-as2 kinase mutant strain; AID 868; inhibition, % at 50 µM; 1.8% of 190,000 active;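 active = inhibition above a set limit, 3 SD over mean compound inhibition, cut at about 8.4% in these data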;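 note: 0% = DMSO-only wells with no growth and 100% = 10 µM 1-NA-PP1 full growth; inhibition rescues growth on 5-FOA so higher OD means more RAM inhibition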
# S1P3 antag – antagonists of human S1P3 receptor; Q99500; AID 485; inhibition, % at 4.98 µM; 0.27% of 170,000 active; CHO S1P3 NFAT-BLA reporter, FRET fluorescence, antagonist mode;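 active = inhibition above the plate cutoff, the mean inhibition of test wells on that plate plus 3 SD, cut at about 28% in these data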;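 note: cells challenged with S1P at its EC80 of 0.8 µM; blue over green emission ratio from cleaved BLA substrate after 4 h stimulation; 0% = S1P-stimulated wells and 100% = unstimulated DMSO-only wells; some compounds past the cut are filed as inactive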
# Target sequence (Q99500 whole entry, looked up): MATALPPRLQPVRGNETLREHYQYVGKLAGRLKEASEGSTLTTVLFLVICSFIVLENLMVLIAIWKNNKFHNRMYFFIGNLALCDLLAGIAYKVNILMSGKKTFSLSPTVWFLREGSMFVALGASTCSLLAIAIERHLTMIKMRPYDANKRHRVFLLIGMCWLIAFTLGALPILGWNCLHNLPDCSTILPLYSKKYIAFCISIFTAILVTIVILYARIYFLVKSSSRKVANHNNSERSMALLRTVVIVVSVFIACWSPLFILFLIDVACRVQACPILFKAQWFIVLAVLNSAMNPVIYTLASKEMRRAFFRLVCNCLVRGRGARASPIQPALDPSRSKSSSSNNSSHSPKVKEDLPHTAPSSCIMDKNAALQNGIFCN
# Hsp70 activator – switches on Hsp70 transcription | 0.04% of 200,000 active | HeLa Hsp70 promoter luciferase reporter, luminescence; scaled: vehicle 0, proteasome-inhibitor control 100% | AID 1203 | activation, % at 10 µM;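 active = activation above the mean across all tested compounds plus 3 SD, cutoff set per campaign, cut at about 5.5% in these data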;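 note: 100% = MG132 at 30 µM as the positive control and 0% = DMSO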
# PMI act hi M6P – activators of human phosphomannose isomerase at near-saturating mannose 6-phosphate; P34949; coupled PMI enzyme assay, resazurin fluorescence, 20 min; hits give high values; 1 = untreated enzyme, 0 = substrate-free blank; activation factor at 20 µM; 0.34% of 190,000 active;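 active = activation factor of 2 or more at 20 µM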
#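 Test system: human phosphomannose isomerase with PGI, G6PDH, diaphorase coupling enzymes; Amount: PMI at 15 ng/mL final; Reagent: Mannose-6-phosphate 1.0 mM (near-saturating) plus 0.22 mM NADP+; Timing: 20 min, room temperature; Technique: resorufin fluorescence at Ex 544/Em 590 nm; Dosing: 20 µM single dose.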
# Lmaj promast – inhibitors of Leishmania major promastigote growth; Leishmania major promastigotes, resazurin fluorescence viability; inhibition, % at 10 µM; 9% of 200,000 active; AID 1063; in the data active = inhibition above about 50%;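 note: promastigotes grown with compound for 44 hours at 28 °C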
# The depositor's hits bear a star; nt = no result given.
SMILES,PMI act,Redox H2O2 prof,HMGR II inh,TNAP inh no acc,TNAP inh hiacc,RAM network inh,S1P3 antag,Hsp70 activator,PMI act hi M6P,Lmaj promast
CCOc1ccccc1NC(=O)C1CCN(C(=O)c2cccs2)CC1,1,0.0,1,-9,-7,1.5,1,-0.3,1.1,-2
CCc1ccc2oc(-c3cc(N)ccc3O)nc2c1,1.1,1.1,2,-8,1,0.2,-34,-0.2,1.1,-4
Cc1ccc(NC(=O)CN2C(=O)CN(C)C2=O)cc1S(=O)(=O)N1CCCCC1,0.9,-0.9,-1,-6,-2,1.7,-7,-0.5,0.9,-5
c1ccc(-c2noc(CN3CCOCC3)n2)cc1,1,0.0,1,-8,-1,0.6,13,-0.1,1,5
CCCCN1C(=O)c2ccc(C(=O)Nc3ccccc3N3CCOCC3)cc2C1=O,0.9,-0.2,-6,-11,-4,4.8,-1,0.8,0.9,8
Cc1cc(C)[n+](-c2ccc(C(C)C)cc2)c2[nH]c(=O)[nH]c(=O)c12,1.3,0.6,-5,-5,0,1.8,1,-0.4,1.2,-3
Cc1cc(C)nc(NC(=S)Nc2ccc(Br)cc2Cl)c1,0.9,-0.4,-4,-8,-2,2.9,5,0.1,0.9,3
CCN(c1ccccc1)S(=O)(=O)c1ccc(Cl)c(NC(=O)CSc2ncn[nH]2)c1,0.7,0.3,4,-4,-1,3.5,-1,-0.2,1,-3
O=C(Nc1nc(-c2ccc(Oc3ccccc3)cc2)cs1)C1=COCCO1,0.8,0.3,-7,-12,-3,4.4,-12,-0.3,0.9,-5
COc1ccc(S(=O)(=O)Nc2c(C)ccc3nsnc23)cc1OC,0.8,0.4,-8,-8,-2,2.0,-12,-0.5,0.8,-8
COc1ccc(C(=O)NCCn2cc(SCC(=O)Nc3nnc(C)s3)c3ccccc32)cc1,nt,-0.1,-2,nt,nt,1.0,-3,-0.3,nt,2
CN(c1ccccc1)S(=O)(=O)c1cccc(C(=O)OCC(=O)NCCCN2CCCC2=O)c1,1,-2.0,-6,2,13,0.2,-2,0.1,1.1,-2
COc1ccc(N2CCN(c3oc(COc4ccc(Cl)cc4)nc3C#N)CC2)cc1,0.9,2.7,-5,-6,-1,13*,nt,-0.2,0.9,3
CN(C)CCNC(=O)/C=C/c1cn(-c2ccccc2)nc1-c1cc2ccccc2oc1=O,1,-0.6,1,-4,3,-0.6,0,0.3,1,22
CC(C)N1C(=O)CC2(CC[N+](C)(CCOC(=O)C(c3ccccc3)c3ccccc3)CC2)C1=O (stereo unspecified),1,0.3,0,-9,-7,0.2,nt,-0.3,1.4,7
CCN(CCCNC(=O)CCCn1c(=O)[nH]c2ccccc2c1=O)c1cccc(C)c1,0.8,1.7,-6,0,-4,-1.7,-68,-0.2,0.7,22
CCC(=O)NC(=S)Nc1ccc(S(=O)(=O)N2CCN(C)CC2)cc1,1.1,0.0,1,-6,-2,0.5,4,-0.2,1.1,-5
CC1(c2ccccc2)CC(C)(C)N(C(=O)CSc2nnc(N)s2)c2ccccc21 (stereo unspecified),0.9,-0.2,1,-16,-5,1.6,5,-0.4,0.9,15
Cc1ccc(NC(=S)N(CCN(C)C)Cc2cc3cc(C)ccc3[nH]c2=O)cc1,1,-0.2,-3,-3,-3,2.0,-16,-0.3,1,44
COc1cccc(/C=N\NC(=O)c2sc(N)nc2C)c1OC,0.9,0.1,-6,-11,-5,0.3,nt,-0.2,1,7
CCOCCc1nnc(NC(=O)C(C)Oc2ccccc2)s1 (stereo unspecified),1,0.6,-2,-14,-3,-1.1,-13,0.1,1,5
C=CCNC(=O)CC(C)C(CCCCC)C(=O)O (stereo unspecified),0.9,-0.5,-2,-12,-2,-1.2,-9,0.3,0.9,-1
CC(C)(C)OC(=O)N1CCC(NC(=O)c2[nH]cnc2C(=O)N[C@@H](Cc2ccccc2)C(=O)OCc2ccccc2)CC1,0.8,0.4,0,-4,-1,3.8,12,0.0,0.9,23
Cc1cccn2c(=O)c3cc(C(=O)N(C)C)n(C)c3nc12,1.1,1.5,-1,-13,-1,1.1,25,-0.1,1.1,87*
N#CCSc1nnc(COc2ccccc2)n1-c1ccccc1,1.1,0.2,-5,-5,2,1.6,nt,-0.2,1.1,-1
CCCCCC(=O)N/N=C(\C)c1ccc(NC(=O)c2ccco2)cc1,1,-6.8,-2,-7,-1,2.5,nt,0.7,1,-5
Fc1ccc(-n2c(Cc3ccccc3)nnc2SCc2nc(-c3ccc(Cl)cc3)no2)cc1,0.8,0.0,-2,-6,-3,14*,nt,-0.3,0.9,10
COCCNC(=O)CN(C(=O)Cn1nnc2ccccc21)c1ccccc1,0.9,-3.1,2,0,-1,1.6,-21,-0.1,0.9,-2
CNC(=O)COC(=O)/C=C/c1cccc(F)c1,1.1,-0.1,-3,-3,-2,-0.1,-4,-0.1,0.9,-5
O=C(NCc1ccncc1)c1cn(-c2ccccc2)nc1-c1cccnc1,1.1,0.2,-2,-8,2,0.8,-4,0.1,0.9,2
CCOc1ccc(C(=O)N(CN2CCCC2=O)c2ccccc2)cc1,1.1,-1.2,-5,-1,-8,2.2,-34,-0.2,1.1,-2
CCOC(=O)c1sc2nc(CN3CCCCC3)nc(Cl)c2c1C,1,-0.3,-7,-6,-5,2.1,-3,-0.1,1,5
CC(=O)Nc1cc(NC(C)=O)cc(C(=O)OCC(=O)N2CC(C)OC(C)C2)c1 (stereo unspecified),0.9,-1.8,-8,-8,0,0.8,-34,-0.3,0.9,0
CCCCCCn1c(N2CCC(C)CC2)nc2c1c(=O)[nH]c(=O)n2C,0.9,-1.0,-9,-2,-4,3.4,-11,-0.1,0.9,17
COc1cccc(OCC(=O)Nc2ccccc2NC(C)=O)c1,0.9,-0.1,-5,-8,-2,1.6,-20,-0.4,1,-1
O=C(CC1(O)C(=O)N(Cc2ccccc2)c2ccccc21)c1ccncc1 (stereo unspecified),0.9,2.7,-6,-2,-2,1.0,6,-0.5,0.9,5
O=P(Cc1ccccc1O)(c1ccccc1)c1ccccc1,0.9,0.2,-5,-13,0,1.6,-5,-0.1,1,0
O=C(CCc1nc2ccccc2n1-c1ccccc1)NCCO,1,-0.3,-5,-16,-4,2.1,-7,-0.3,1,56*
COc1ccc(-n2c(CN3CCC(C)CC3)nc3ccc([N+](=O)[O-])cc3c2=O)c(OC)c1,1,-2.4,5,-5,-6,0.5,-13,-0.4,0.8,22
O=C(Nc1ccc(Cl)cc1C(=O)NCC1CCCO1)c1ccc(Cl)cc1Cl (stereo unspecified),0.8,-0.1,-10,-7,3,3.8,-2,-0.4,0.9,13

# For convenience, 3 of the compounds above.
SMILES,PMI act,Redox H2O2 prof,HMGR II inh,TNAP inh no acc,TNAP inh hiacc,RAM network inh,S1P3 antag,Hsp70 activator,PMI act hi M6P,Lmaj promast
O=C(CCc1nc2ccccc2n1-c1ccccc1)NCCO,1,-0.3,-5,-16,-4,2.1,-7,-0.3,1,56*
COc1ccc(-n2c(CN3CCC(C)CC3)nc3ccc([N+](=O)[O-])cc3c2=O)c(OC)c1,1,-2.4,5,-5,-6,0.5,-13,-0.4,0.8,22
O=C(Nc1ccc(Cl)cc1C(=O)NCC1CCCO1)c1ccc(Cl)cc1Cl (stereo unspecified),0.8,-0.1,-10,-7,3,3.8,-2,-0.4,0.9,13

# More compounds.
SMILES,PMI act,Redox H2O2 prof,HMGR II inh,TNAP inh no acc,TNAP inh hiacc,RAM network inh,S1P3 antag,Hsp70 activator,PMI act hi M6P,Lmaj promast
CCSc1ncnc2c(C#N)c3n(c12)CCCCC3,0.9,-0.3,0,-9,-1,-1.7,19,-0.4,0.9,1
Oc1ccccc1N1CCN(C(=S)Nc2ccc(SC(F)F)cc2)CC1,1,-0.6,0,-18,-6,7.4,5,-0.1,0.9,-4
O=C(O)c1ccc(N/N=C/C=C/c2ccccc2[N+](=O)[O-])cc1,1,-0.2,-9,14,16,6.5,-20,-0.2,0.8,1
CC(C)OC(=O)c1ccc(NC(=O)c2ccco2)cc1,0.9,0.0,-3,-4,-1,1.5,nt,-0.1,0.9,56*
Cc1cccc2c(=O)cc(C)n(CC(=O)N3CCOCC3)c12,1,1.4,-3,-13,-10,0.3,5,-0.2,1,9
CCOC(=O)C1CCN(C(=O)c2ccc(NS(=O)(=O)c3ccc(F)cc3C)cc2)CC1,0.9,-1.8,-6,-1,0,-0.5,-4,-0.3,0.9,17
CC(=O)c1ccc(NC(=O)C2(S(=O)(=O)c3ccccc3)CC2)cc1,1.1,-0.4,-11,-11,-6,7.4,4,-0.4,1,-6
CC1=NC(C(F)(F)F)(C(F)(F)F)C2=C(CC(C)(C)CC2=O)N1Cc1ccco1,0.9,0.0,-4,-13,-6,1.8,-34,-0.2,1,12
COc1ccc(C2CC(c3c(-c4ccccc4)c4cc(Cl)ccc4[nH]c3=O)=NN2S(C)(=O)=O)cc1 (stereo unspecified),1,0.3,-2,4,4,1.1,nt,-0.1,1.1,3
CCn1c(SCC(=O)c2ccccc2)nnc1-c1ccoc1C,1.1,1.5,-2,-10,-6,0.1,-27,0.0,1,2
COc1ccc(/C=c2\sc3nc(=O)c(C)nn3c2=O)c(OC)c1,1,6.5,3,-13,-3,-0.6,-9,-0.3,0.9,-10
Cc1c(C(=O)OCCOc2ccccc2)[nH]c2c1C(=O)CCC2,1,0.9,-7,-17,-5,-0.5,nt,-0.2,1.1,11

# By substructure: the entries above containing a COOH group.
SMILES,PMI act,Redox H2O2 prof,HMGR II inh,TNAP inh no acc,TNAP inh hiacc,RAM network inh,S1P3 antag,Hsp70 activator,PMI act hi M6P,Lmaj promast
C=CCNC(=O)CC(C)C(CCCCC)C(=O)O (stereo unspecified),0.9,-0.5,-2,-12,-2,-1.2,-9,0.3,0.9,-1
O=C(O)c1ccc(N/N=C/C=C/c2ccccc2[N+](=O)[O-])cc1,1,-0.2,-9,14,16,6.5,-20,-0.2,0.8,1

# Hits appear at their usual frequency; overall some 12% were active at least once.
